Screening data deposited in PubChem by Sanford-Burnham Center for Chemical Genomics.
NR3A LBD binder – modulators (binders) of human NR3A ligand-binding domain; NR3A LBD differential scanning fluorimetry, Tm shift; 0% = protein alone, 100% = glycine-bound protein; Tm shift relative to glycine control, % at 25 µM; 2.5% of 340,000 active; AID 1259313;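 active = melting temperature shift of at least 10% of the positive control shift, at one fixed dose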
MIN6 prolif – MIN6 beta-cell proliferation induction. MIN6 cells proliferation, ATPlite luminescence, 48 h; cells starved in 0.2% serum; 100% = growth in 10% serum. 0.29% of 330,000 active. AID 2380. proliferation, % at 10 µM;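 active = compounds whose signal lies at least 3.5 SD above the mean of all wells on their plate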;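 also: 0% = DMSO-treated cells in low-serum medium and 100% = 10% serum control; some compounds called inactive have numbers as strong as hits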
mIAP inh – blocks mouse intestinal alkaline phosphatase; inhibition, % at 10 µM; 0.2% of 330,000 active; purified mouse IAP, CDP-Star luminescence, 30 min; AID 2806;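 active = inhibition of at least 40% at 10 µM in the primary screen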;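 also: plate controls were DMSO with enzyme for no effect and no enzyme wells for full effect; values of inactives mirror those of a sister screen read the other way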
APOBEC3A inh – inhibitors of human APOBEC3A DNA deaminase; P31941; recombinant A3A, FAM/TAMRA ssDNA deamination fluorescence; inhibition, % at 20 µM; 0.41% of 330,000 active; AID 493011;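 active = at least 40% inhibition at 20 µM here, with at most 30% in a related deaminase screen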;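 also: plate controls were A3A with DMSO for no effect and wells lacking A3A enzyme for full effect; some results filed as inactive read as strong as hits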
Target sequence (P31941 whole entry, looked up): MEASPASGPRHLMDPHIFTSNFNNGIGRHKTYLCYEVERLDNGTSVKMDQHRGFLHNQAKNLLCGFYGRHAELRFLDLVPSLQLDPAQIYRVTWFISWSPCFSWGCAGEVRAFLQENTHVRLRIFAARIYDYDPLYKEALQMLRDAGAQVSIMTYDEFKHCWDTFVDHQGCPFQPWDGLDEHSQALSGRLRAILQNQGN
mIAP act – increases mouse intestinal alkaline phosphatase activity | AID 2805 | activation factor at 10 µM | 0.24% of 330,000 active | muIAP, CDP-Star luminescence, 30 min; stronger effect = higher value; 1 = vehicle-only enzyme signal, 0 = enzyme-free wells;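 active = activation factor of at least 2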; also: the source names both 10 and 20 µM as test concentration; values of inactives mirror those of a sister screen read the other way
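Assay system: mouse IAP enzyme; reagent: chemiluminescent substrate CDP-Star; dosing: test compounds delivered from DMSO solution; schedule: 30 min at room temperature; measured by: luminescence from enzymatic CDP-Star hydrolysis; controls: DMSO-only wells and no-enzyme negative control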
MPTP block – permeability transition pore inhibition. 1.4% of 360,000 active. isolated mouse mitochondria, Ca2+ swelling absorbance, 30 min. inhibition, % at 10 µM;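 active = inhibition of 50% or more, scaled per plate between neutral and stimulator controls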;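 also: 0% = DMSO wells given calcium and 100% = 1 mM EGTA wells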
A3G deaminase – inhibitors of human APOBEC3G DNA deaminase; inhibition, % at 20 µM; 0.28% of 330,000 active; AID 493012; Q9HC16; recombinant A3G, ssDNA deamination FAM/TAMRA fluorescence;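 active = inhibition of at least 40% at 20 µM, with no more than 30% in the related APOBEC3A deaminase screen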;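 also: plate controls were DMSO wells with A3G for no effect and wells lacking A3G enzyme for full effect; some compounds called inactive have numbers as strong as hits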
Target sequence (Q9HC16 whole entry, looked up): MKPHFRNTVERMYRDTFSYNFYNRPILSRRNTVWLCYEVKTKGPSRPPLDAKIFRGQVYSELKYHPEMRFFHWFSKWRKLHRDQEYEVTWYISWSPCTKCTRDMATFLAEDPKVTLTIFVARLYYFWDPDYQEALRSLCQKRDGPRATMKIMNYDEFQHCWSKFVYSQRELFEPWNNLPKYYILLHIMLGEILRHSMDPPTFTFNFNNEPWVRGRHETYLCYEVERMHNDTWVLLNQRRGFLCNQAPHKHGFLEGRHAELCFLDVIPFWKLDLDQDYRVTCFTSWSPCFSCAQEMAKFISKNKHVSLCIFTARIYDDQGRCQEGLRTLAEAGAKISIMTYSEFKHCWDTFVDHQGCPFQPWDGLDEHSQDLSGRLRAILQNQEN
hIAP inh – human IAP inhibition; 0.12% of 330,000 active; inhibition, % at 10 µM; purified IAP, CDP-Star luminescence, 30 min; P09923;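 active = inhibition reaching a set limit with compound at 10 µM in the primary screen, cut at about 35% in these data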;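 also: plate controls were DMSO wells with enzyme for no effect and no-enzyme buffer wells for full effect; values of inactives mirror those of a sister screen read the other way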
Target sequence (P09923 whole entry, looked up): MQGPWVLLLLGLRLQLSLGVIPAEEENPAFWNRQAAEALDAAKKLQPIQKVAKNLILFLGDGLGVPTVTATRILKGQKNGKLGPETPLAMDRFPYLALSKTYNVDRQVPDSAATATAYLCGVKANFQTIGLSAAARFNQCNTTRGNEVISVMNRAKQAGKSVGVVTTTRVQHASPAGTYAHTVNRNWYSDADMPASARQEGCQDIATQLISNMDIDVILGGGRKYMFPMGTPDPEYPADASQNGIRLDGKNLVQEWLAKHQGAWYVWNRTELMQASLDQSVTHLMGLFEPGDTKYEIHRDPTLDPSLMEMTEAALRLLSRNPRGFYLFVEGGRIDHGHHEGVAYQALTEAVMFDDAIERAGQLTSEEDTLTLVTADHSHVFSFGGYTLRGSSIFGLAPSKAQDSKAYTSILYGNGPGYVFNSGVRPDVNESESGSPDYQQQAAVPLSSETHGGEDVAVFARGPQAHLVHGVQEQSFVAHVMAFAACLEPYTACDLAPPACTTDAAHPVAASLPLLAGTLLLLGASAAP
hIAP activ – increases human intestinal alkaline phosphatase activity. activation factor at 10 µM. purified human IAP, CDP-Star luminescence, 30 min; stronger effect = higher value; 1 = vehicle-only enzyme, 0 = enzyme-free background. 0.16% of 330,000 active;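 active = activation factor of the enzyme at least 2-fold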; also: the source names both 10 and 20 µM as test concentration; values of inactives mirror those of a sister screen read the other way
Active calls of the source: *; x = no result given.

SMILES	NR3A LBD binder	MIN6 prolif	mIAP inh	APOBEC3A inh	mIAP act	MPTP block	A3G deaminase	hIAP inh	hIAP activ
CCOc1cccc2cc(C(=O)N3CCOCC3)c(=O)oc12	-1	-1	11	-2	0.89	0.1	-5	5	0.95
Fc1ccccc1CSc1nnc(-c2cccs2)o1	2	-1	7	-5	0.93	-0.4	-8	-11	1.1
C(=N\Nc1nc(-c2ccccc2)cs1)/c1ccco1	-6	-6	6	-4	0.94	2.0	-8	12	0.88
Cc1cc(C)c(C(=O)Nn2c(C)nc3ccccc3c2=O)cc1C	-1	1	1	-3	0.99	0.5	-9	11	0.89
O=C(COC(=O)c1cccc(S(=O)(=O)N2CCc3ccccc32)c1)NCc1ccco1	1	-1	-13	0	1.1	0.6	0	-14	1.1
Cc1c(N2C(=O)/C(=C3\C(=O)N(CC(=O)O)c4ccccc43)SC2=S)c(=O)n(-c2ccccc2)n1C	-3	-3	19	3	0.81	8.1	0	-10	1.1
Cc1sc(NC(=O)C2=COCCO2)c(C(N)=O)c1C	1	-4	9	1	0.91	-1.2	-5	-6	1.1
COc1cc(CCC(=O)OCC(=O)Nc2c(Cl)cccc2Cl)cc(OC)c1OC	0	1	-1	-5	1	-1.9	-7	-6	1.1
C=CCOc1ccc(/C(O)=C2/C(=O)C(=O)N(CCCN3CCOCC3)C2c2ccc(OC)cc2)cc1 (centres undefined)	-1	0	10	-1	0.9	-0.9	-2	-1	1
COc1ccc(N(CC(=O)NC2CCCCC2)C(=O)CCC(=O)Nc2nc(C)cs2)cc1	-2	-2	-6	2	1.1	1.5	-2	-9	1.1

Reprinted from the part before: four compounds, followed by the next part.
SMILES	NR3A LBD binder	MIN6 prolif	mIAP inh	APOBEC3A inh	mIAP act	MPTP block	A3G deaminase	hIAP inh	hIAP activ
Cc1sc(NC(=O)C2=COCCO2)c(C(N)=O)c1C	1	-4	9	1	0.91	-1.2	-5	-6	1.1
COc1cc(CCC(=O)OCC(=O)Nc2c(Cl)cccc2Cl)cc(OC)c1OC	0	1	-1	-5	1	-1.9	-7	-6	1.1
C=CCOc1ccc(/C(O)=C2/C(=O)C(=O)N(CCCN3CCOCC3)C2c2ccc(OC)cc2)cc1 (centres undefined)	-1	0	10	-1	0.9	-0.9	-2	-1	1
COc1ccc(N(CC(=O)NC2CCCCC2)C(=O)CCC(=O)Nc2nc(C)cs2)cc1	-2	-2	-6	2	1.1	1.5	-2	-9	1.1
NC(=O)COC(=O)c1ccc(S(=O)(=O)NCc2ccco2)cc1	1	-2	-3	19	1	-0.6	2	-24	1.2
COc1ccc(/C=C2\CCC(C3CCCC3)C2=O)cc1OC (centres undefined)	2	0	-5	7	1	-1.0	2	0	1
CC1CC(C)CN(c2ccc(C(=O)NCc3ccc4c(c3)OCO4)cc2[N+](=O)[O-])C1 (centres undefined)	-9	-5	8	0	0.92	18	-4	-21	1.2
O=C(CSc1nc2ccccc2s1)NNC(=S)Nc1ccccc1	-9	4	6	3	0.94	3.4	-7	-45	1.4
O=C(Cn1ccn(-c2ccc(F)c(Cl)c2)c(=O)c1=O)NCCc1ccccc1	9	-2	0	1	1	-0.2	-8	4	0.96
Nc1nc(SCC(=O)Nc2ccc(F)cc2)[nH]c(=O)c1NC(=O)c1ccc(F)c(F)c1	2	-2	2	-2	0.97	-0.7	-5	20	0.8
Cc1ccc(/C=C(/C#N)C(=O)NC(=O)Oc2ccccc2)cc1	1	3	-1	-3	1	1.0	-4	5	0.95
CCOC(=O)C1=CN2CCCC[C@@H]2CC1=O	-2	1	9	0	0.91	0.6	-8	2	0.98
O=C(O)c1ccccc1OC(C(=O)Nc1cc(Cl)cc(Cl)c1)c1ccccc1 (centres undefined)	23*	-4	-18	1	1.2	20	-6	3	0.97
COc1ccc(NC(=O)CN2c3cccc4cccc(c34)S2(=O)=O)c(OC)c1	-14	-2	12	0	0.88	1.0	-3	6	0.94
O=C(NCc1ccc(F)cc1)c1cc(S(=O)(=O)N2CCCCC2)ccc1N1CCOCC1	0	0	-8	0	1.1	-1.6	-5	6	0.94
CC1CCCCN1c1ccc(N)cc1C(N)=O (centres undefined)	-2	-1	-3	-1	1	0.6	-3	5	0.95
O=S(=O)(c1cccc(C(F)(F)F)c1)N1CCN(S(=O)(=O)c2ccc3c(c2)OCCO3)CC1	-1	-2	12	-1	0.88	0.9	-6	2	0.98
Nc1ncc(CCN2CCOCC2)c(-c2ccc(F)cc2)n1	2	1	2	4	0.98	0.4	-6	6	0.94
O=C(Nc1ccc(S(=O)(=O)NCC2CCCO2)cc1)c1ccc(Cl)cc1[N+](=O)[O-] (centres undefined)	-1	4	-4	2	1	-1.5	-1	9	0.91
Cc1ccc2c(CC(=O)NCc3ccc4c(c3)OCO4)coc2c1	2	0	-13	0	1.1	-6.7	-5	-18	1.2
COc1ccccc1-n1c(SCC(=O)NCc2ccc3c(c2)OCO3)nc2cc([N+](=O)[O-])ccc21	0	-5	17	0	0.83	1.0	-2	-9	1.1
COc1ccc(Cn2c(=O)[nH]c3cc(C(=O)N4CCN(Cc5ccccc5)CC4)ccc3c2=O)cc1	-3	-5	5	0	0.95	0.7	-3	-1	1
CCOc1ccc(NC(=O)CSc2nnc(-c3ccccc3Cl)n2Cc2ccco2)cc1	-3	-2	-3	-6	1	0.6	-9	-6	1.1
Cc1ccc(NS(=O)(=O)c2ccc(NC(=O)c3ccc(Br)o3)cc2)c(C)c1	11*	-6	4	-2	0.96	37	-2	4	0.96
Cc1c(NC(=O)CCc2ccccc2)cccc1[N+](=O)[O-]	0	-2	3	-1	0.97	-0.3	-3	18	0.82
CCOc1ccccc1/C=C\c1nc(O)c([N+](=O)[O-])c(=O)[nH]1	0	-2	1	-4	0.99	-1.4	-10	6	0.94
Cc1nn(C)c(Sc2ccccn2)c1[N+](=O)[O-]	1	-1	4	0	0.95	-1.8	-3	8	0.92
CC(NC(=S)Nc1ccc(Cl)cc1Cl)C(c1cccs1)N1CCCC1 (centres undefined)	-3	-5	-28	-2	1.3	5.7	5	-2	1
FC(F)(F)Oc1ccccc1-c1nnc(-c2cccc(C(F)(F)F)c2)o1	0	2	5	0	0.95	5.0	-8	-6	1.1
Cc1ccc(NC(=O)c2ccccc2CCc2ccccc2)c(C)c1	1	0	2	100*	0.98	0.9	2	-14	1.1
CC(C)c1ccc(NC(=O)CCCN2C(=S)NC(C)(C)CC2C)cc1 (centres undefined)	0	0	-40	-1	1.4	0.5	-4	-5	1
N#Cc1cccc(NC(=O)CN2CCN(Cc3ccccc3)CC2)c1	2	1	-4	3	1	-4.0	0	-11	1.1
CC1CCN(C(=S)c2ccc(O)cc2)CC1	-1	0	-1	1	1	0.0	1	2	0.98
COc1ccc2ccccc2c1/C=N/Nc1ccc(Cl)c(C(=O)O)c1	-29	-2	4	-4	0.96	1.7	-7	9	0.91
O=S(=O)(Nc1nc2ccc(S(=O)(=O)N3CCCCC3)cc2s1)c1ccccc1	2	-1	4	-3	0.96	3.8	-4	9	0.91
Cc1nnc(C)n1/N=C/c1c(O)ccc2ccccc12	0	-5	2	-5	0.98	-0.2	-6	6	0.94
CCC(=O)NC(/C=C/c1ccccc1)c1cc([N+](=O)[O-])c2cccnc2c1O (centres undefined)	x	-3	23	0	0.77	x	-2	-6	1.1
COc1cccc(/C=C/C(=O)OCC(=O)Nc2nnc(-c3ccccc3)o2)c1	-4	-3	2	0	0.98	-0.6	1	-19	1.2
O=C(CCS(=O)(=O)c1cccc2nonc12)N1CCOCC1	-1	-3	1	-2	0.99	-2.3	-5	-18	1.2
Cc1ccc(NS(=O)(=O)c2ccc(NC(=O)N3CCCCC3)cc2)cc1	-3	-2	-3	-2	1	0.2	-7	-8	1.1
CC(Oc1ccc2c(-c3ccccc3)cc(=O)oc2c1)C(=O)NCCCn1ccnc1 (centres undefined)	-2	4	5	-1	0.95	1.6	-7	-3	1
CSC1=NCCN1C(=O)c1cccs1	-3	2	13	4	0.87	0.0	0	-12	1.1
Cc1ccc(Nc2nc(N3CCOCC3)c3ccccc3n2)cc1	1	-2	4	1	0.96	6.7	-6	7	0.93
O=C(NCc1cccc2ccccc12)Nc1ccccc1	-4	-3	-100	1	2*	32	-2	-13	1.1
CC(=O)C1=C(O)C(=O)N(Cc2cccnc2)C1c1ccc(Cl)cc1Cl (centres undefined)	0	-1	-2	-6	1	0.2	1	16	0.84
COCCC(=O)N1CCC(Oc2ccc(C(=O)NCc3cc(C)n(C)n3)cc2)CC1	1	-1	5	-1	0.95	-0.4	-4	-10	1.1
COc1ccc(-c2noc(CCC(=O)N3CCN(c4ccc(Cl)cc4)CC3)n2)cc1	2	x	-2	2	1	2.2	2	x	x
N#CC(C#N)=c1ccc2c(c1)N1C(c3ccccc3)=CC(c3ccccc3)C3CCCCC31N=2 (centres undefined)	-1	-6	7	-5	0.93	4.4	-8	2	0.98
COCCN1C(=O)C(=O)/C(=C(/O)c2cccc(OC)c2)C1c1ccncc1 (centres undefined)	-1	-2	-4	5	1	-1.2	2	0	1
CCOc1ccc(OCC)c(NC(=O)CCn2cccc2)c1	-1	-1	5	-6	0.95	-6.4	-3	2	0.98
Cc1ccc(CNC(=O)c2ccc(N3CCC4(CC3)CC(c3cccc(Br)c3)=NO4)c(NC(=O)c3ccccc3)c2)cc1	-1	-1	-3	4	1	1.3	-6	3	0.97
CCn1c(SCC(=O)Nc2cc(C)on2)nnc1-c1cccs1	4	2	5	2	0.95	-0.8	0	-5	1
CCc1cc(CNC(=O)CC2C(=O)NCCN2Cc2ccc(-c3ccccc3)cc2)on1 (centres undefined)	-8	5	6	-6	0.94	-1.8	-6	13	0.87
Cc1ccc(C(=O)NC2CCCc3ccccc32)o1 (centres undefined)	0	1	11	-2	0.89	2.3	-3	-6	1.1

(continued)
SMILES	NR3A LBD binder	MIN6 prolif	mIAP inh	APOBEC3A inh	mIAP act	MPTP block	A3G deaminase	hIAP inh	hIAP activ
O=C(NNC(=S)Nc1ccccc1)c1cccc(S(=O)(=O)N2CCOCC2)c1	-2	-1	6	-10	0.94	1.1	-1	-101	2*
COc1ccc(-c2nc(CS(=O)CC(=O)NC3CCCC(C)C3C)c(C)o2)cc1OC (centres undefined)	-3	-4	-7	0	1.1	-1.0	1	-20	1.2
O=C(Cc1ccc(Br)cc1)N1CCc2ccccc2C1	-4	-2	-5	-9	1.1	0.0	-4	-18	1.2
Cc1ccc(C#CC[N+]2(C)CCCCC2)cc1	1	-3	-3	1	1	-0.2	0	-16	1.2
O=C(Cn1c(=O)c2cccn2c2cccnc21)N1CCN(c2ccc(Cl)cc2)CC1	-3	0	4	3	0.95	0.2	-1	13	0.87
CCC(C)c1ccc(OCCN2CCCC2)cc1 (centres undefined)	-1	0	5	-4	0.95	-1.3	-5	5	0.95
O=[N+]([O-])c1ccc(N2N=C(c3ccco3)CC2c2ccccc2)cc1 (centres undefined)	-2	-4	12	-4	0.88	1.9	-4	-25	1.3
Cc1ccc2c(c1)nnn2C1CCN(C(=O)Nc2ccccc2C)CC1	-2	-1	-4	-1	1	-1.8	-8	-4	1
NC(=O)c1ccccc1NC(=O)COC(=O)C1(c2ccccc2)CC1	-2	3	-3	0	1	-1.0	-6	-5	1
COCc1c(C(=O)OCc2nc3ccsc3c(=O)[nH]2)oc2ccccc12	-1	-2	-6	1	1.1	-3.6	-3	-1	1
C#CCOCCOCCOCCNc1nc(N2CCOCC2)nc(N2CCN(C(=O)CCCCCCCCCCNC(=O)[C@H](CO)n3cc(CCCCCN)nn3)CC2)n1	-2	-5	-13	1	1.1	-3.0	-2	3	0.97
COc1ccsc1C(=O)NCCN1CCOCC1	2	-1	4	-2	0.96	1.4	-7	-17	1.2
